# Compound activity (PubChem)
# TMEM16A inh = blocks the mouse calcium-activated chloride channel TMEM16A. Q8BHY3. actives 1.2% (n = 310,000). HEK293 TMEM16A/YFP iodide influx fluorescence, ionomycin. normalized B-score (activity score, 25-100; higher = stronger inhibition) at 10 µM;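 active = ratio plate-corrected score three or more library SD toward inhibition, starting fluorescence score within five deviations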;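 also: score derived from kinetic fluorescence span divided by baseline fluorescence per well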
# KCNK9 inh = blocks the human KCNK9 two-pore domain potassium channel | Q9NPC2 | HEK293 KCNK9, FluxOR thallium flux fluorescence; active compounds read low | B-score at 10 µM | actives 1.2% (n = 310,000);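 active = ratio B-score over 3 SD below the library mean, with starting fluorescence within 5 SD of its mean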;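 also: negative B-score means less thallium flux so channel inhibition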
# SKKanGAS inh = SKKanGAS growth inhibition. S. pyogenes SKKanGAS, kanamycin growth, BacTiter-Glo, 6 h. inhibition, % at 7.5 µM. actives 1.3% (n = 300,000). AID 1662;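 active = mean replicate score, as percent of positive control median, at least 50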;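 also: strain carries kanamycin resistance gene driven by streptokinase promoter and grows in 40 µg/ml kanamycin; loss of luminescence reflects streptokinase promoter inhibition or plain growth inhibition; 0% = median of DMSO wells and 100% = positive control at its reference dose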
# hERG protect = hERG (human) protection from proarrhythmic block | activation (rescue from dofetilide block), less the hit threshold, % at 10 µM | actives 0.51% (n = 310,000) | Q12809 | CHO-hERG, FluxOR thallium flux, dofetilide IC70 present;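 active = activation above the mean of controls blocked by dofetilide plus 5 SD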;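 also: thallium influx through hERG after potassium depolarization seen as dye fluorescence rise; in these data hits start at about 4.7%; inactives centre near -7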
# Target sequence (Q12809 whole entry, looked up): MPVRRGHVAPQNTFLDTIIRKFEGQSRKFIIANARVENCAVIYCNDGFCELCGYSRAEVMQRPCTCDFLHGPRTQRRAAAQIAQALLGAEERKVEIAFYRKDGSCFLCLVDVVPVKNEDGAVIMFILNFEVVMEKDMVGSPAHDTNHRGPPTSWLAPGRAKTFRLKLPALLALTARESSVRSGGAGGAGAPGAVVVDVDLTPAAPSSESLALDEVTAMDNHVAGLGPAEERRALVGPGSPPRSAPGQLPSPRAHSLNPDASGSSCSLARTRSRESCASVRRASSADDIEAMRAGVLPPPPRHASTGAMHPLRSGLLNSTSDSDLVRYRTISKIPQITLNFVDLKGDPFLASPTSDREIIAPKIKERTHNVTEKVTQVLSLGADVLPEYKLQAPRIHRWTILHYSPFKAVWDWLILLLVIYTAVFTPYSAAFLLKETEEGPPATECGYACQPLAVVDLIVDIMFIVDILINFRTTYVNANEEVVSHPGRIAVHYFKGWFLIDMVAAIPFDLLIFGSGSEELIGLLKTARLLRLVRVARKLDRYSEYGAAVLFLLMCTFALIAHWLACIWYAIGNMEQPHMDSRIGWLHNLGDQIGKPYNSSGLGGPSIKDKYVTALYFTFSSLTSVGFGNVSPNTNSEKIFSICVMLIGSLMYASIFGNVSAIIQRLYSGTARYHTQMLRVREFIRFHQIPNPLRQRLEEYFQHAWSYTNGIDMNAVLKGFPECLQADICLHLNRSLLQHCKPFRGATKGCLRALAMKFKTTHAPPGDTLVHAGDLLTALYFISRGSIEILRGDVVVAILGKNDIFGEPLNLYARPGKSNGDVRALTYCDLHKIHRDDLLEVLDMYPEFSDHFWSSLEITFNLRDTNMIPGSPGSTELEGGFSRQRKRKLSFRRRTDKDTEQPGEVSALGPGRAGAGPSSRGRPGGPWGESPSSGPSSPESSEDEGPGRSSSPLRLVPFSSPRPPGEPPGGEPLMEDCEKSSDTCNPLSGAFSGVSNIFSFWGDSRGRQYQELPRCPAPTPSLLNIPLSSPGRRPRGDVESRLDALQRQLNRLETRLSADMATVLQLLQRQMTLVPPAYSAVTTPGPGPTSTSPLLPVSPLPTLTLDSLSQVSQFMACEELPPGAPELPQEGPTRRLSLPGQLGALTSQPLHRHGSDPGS
# ANO1 activ = mouse TMEM16A channel activation, primary screen; Q8BHY3; HEK293 TMEM16A/YFP-H148Q/I152L, iodide quench fluorescence; active compounds read low; B-score at 10 µM; actives 0.3% (n = 340,000);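 active = fluorescence-ratio B-score plate-corrected deviation score at least 3 library SD below zero, with starting fluorescence score within 5 deviations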;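 also: channel opened by trigger with iodide after compound preincubation; score built on the fluorescence ratio of max minus min over baseline; more negative score means more quench and so TMEM16A activation or potentiation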
# KCNQ1 pot = human KCNQ1 channel potentiation or activation. AID 2648. actives 0.35% (n = 310,000). CHO-K1 KCNQ1, thallium flux FluxOR fluorescence; active compounds read high. B-score at 10 µM. P51787;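 active = fluorescence ratio B-score, a plate-corrected score, at least three library SD, with initial intensity B-score within 5 SD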
#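 Doses: Single concentration per compound, DMSO matched to controls | Test system: KCNQ1-transfected CHO-K1 cells | Timing: 90 min dye loading and 20 min compound exposure, both at room temperature | Measured by: Kinetic FluxOR thallium fluorescence, 10-s 1-Hz baseline, 110-s post-stimulus read | Medium: Assay buffer with matched DMSO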
# RGS4 act = potentiators or activators of RGS4. HEK293 M3R/inducible RGS4, carbachol calcium flux Fluo4; active compounds read low. B-score at 10 µM. actives 0.92% (n = 310,000);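 active = B-score of the integrated calcium signal more than 4 SD below the library mean, with starting fluorescence not abnormally high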;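 also: negative B-score means reduced calcium response which marks RGS4 activation or potentiation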
#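 Material: Inducible-RGS4 HEK293 cells carrying M3 receptor; also added: carbachol at ECmax as muscarinic agonist stimulus; incubation: compound preincubation 20 min at room temperature before agonist; signal: Fluo4-AM (2 µM) calcium-flux fluorescence, kinetic read; measure: integrated calcium ratio converted to B score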
# KCNQ1 inh = human KCNQ1 channel inhibition; AID 2642; CHO-K1 KCNQ1, FluxOR thallium flux fluorescence; active compounds read high; actives 1.3% (n = 310,000); B-score at 10 µM;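 active = compounds whose thallium flux B-score, printed positive for inhibition, exceeds three library SD while starting fluorescence stays within three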;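 also: channel opened by potassium depolarization with thallium stimulus after 20 min compound exposure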
# HDAC3 inhib = human HDAC3 inhibition; O15379; recombinant HDAC3, fluorogenic peptide/trypsin coupled, fluorescence; AID 2718; inhibition, % at 8.3 µM; actives 0.15% (n = 320,000); in the data active = inhibition above about 26%, passing the limit was not always enough
# KCNK3 inh = human KCNK3 channel inhibition, primary screen; O14649; CHO-KCNK3 thallium flux, FluxOR fluorescence; active compounds read low; B-score at 10 µM; actives 0.84% (n = 340,000); AID 602410;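 active = B-score under library mean minus 4 SD, starting fluorescence ratio at most library mean plus 5 SD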;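 also: more negative B-score means stronger inhibition of thallium flux through KCNK3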
# RGS4 inh = inhibitors of human RGS4; HEK293 M3R/RGS4 inducible, Fluo-4 calcium flux; active compounds read high; triggered by carbachol at its EC20; B-score at 10 µM; actives 0.45% (n = 310,000);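 active = B-score, a plate-corrected calcium signal, over three deviations above library mean, with baseline fluorescence within five deviations of library mean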;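 also: RGS4 expression induced by doxycycline in cells with stable M3 receptor; B-score is computed from the integrated fluorescence ratio over baseline after carbachol; higher B-score means a larger calcium signal and so more RGS4 inhibition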
# * marks the source's active call; other numbers are inactive results; i = inactive; . = not tested or not shown.
SMILES,TMEM16A inh,KCNK9 inh,SKKanGAS inh,hERG protect,ANO1 activ,KCNQ1 pot,RGS4 act,KCNQ1 inh,HDAC3 inhib,KCNK3 inh,RGS4 inh
Oc1ccc(-c2cc(-c3ccc(O)cc3)nc(-c3ccccc3)n2)cc1,i,i,103*,-4,i,i,i,i,-1,i,i
NS(=O)(=O)c1ccc(CCNC(=O)C2CCC(Cn3c(=S)[nH]c4ccccc4c3=O)CC2)cc1 (stereo not given),i,i,7,-7,i,i,i,i,-1,i,i
Cc1cc([N+](=O)[O-])nn1CC(=O)NC1CCCCC1,i,i,3,-1,i,i,i,i,1,i,i
COc1ccc(OC)c(-c2csc(NC(=O)c3ccc4c(c3)OCO4)n2)c1,i,i,37,-7,i,i,i,i,0,-9.3*,i
O=S(=O)(Nc1ccc(F)cc1)c1ccc(NC(=S)Nc2ccccc2)cc1,i,i,-2,-1,i,i,i,i,-1,i,i
CC1CN(c2nc3ccccc3nc2C(C#N)C(=O)OC2CCCCC2)CC(C)O1 (stereo not given),i,i,21,-11,i,i,i,i,7,i,i
O=C(COc1ccc2c(c1)oc(=O)c1ccccc12)N[C@@H](Cc1c[nH]c2ccccc12)C(=O)O,i,i,7,-9,i,i,i,i,2,i,i
Cc1cc(C)cc(NC(=O)C2CCCN(S(=O)(=O)c3c(C)noc3C)C2)c1 (stereo not given),i,i,-5,-6,i,i,i,i,2,i,i
COc1cc(-c2noc(C)c2C#CCO)cc(OC)c1OC,i,i,-2,-2,i,i,i,i,-4,i,i
CCOc1ccc(NC(=O)C2CCC(CNc3c(N4CCCCC4)c(=O)c3=O)CC2)cc1 (stereo not given),i,i,7,-5,i,i,i,i,2,i,i
Cc1cc(C)n(-c2nc(C)nc(N)n2)n1,i,i,2,-3,i,i,i,i,5,i,i
Cc1cc(Cl)ccc1OCCCC(=O)OCC(N)=O,i,i,-14,-3,i,i,i,i,0,i,i
COc1ccc(OCCSc2nc3nc(C)cc(C)n3n2)cc1,i,i,-7,-7,i,i,i,i,4,i,i
COc1ccc(C(C(=O)NCc2ccccc2)N(Cc2ccco2)C(=O)c2cnccn2)cc1 (stereo not given),i,i,-4,-20,i,i,i,i,-3,i,i
Cc1ccc2c(c1)c(N=NC(N)=S)c(O)n2Cc1ccccc1,i,i,-6,-8,i,i,i,i,-1,i,i
O=C(Cn1cnc2ccccc2c1=O)NNC(=O)c1ccccc1,i,i,-4,-8,i,i,i,i,-2,i,i
CC1CCc2c(sc(NC(=O)CSc3ncn[nH]3)c2C#N)C1 (stereo not given),i,i,6,-11,i,i,i,i,3,i,i
CCC(C)C(=O)Nc1ccc(OC)cc1[N+](=O)[O-] (stereo not given),i,i,0,-8,i,i,i,i,-2,i,i
CC1CCCC(C)N1C(=O)CSc1nnc(COc2ccc(F)cc2)o1 (stereo not given),i,i,-1,0,i,i,i,i,0,i,i
O=C(N/N=C/c1ccc(N2CCOCC2)cc1)c1ccccn1,i,i,-12,-18,i,i,i,i,9,i,i
O=C(NCCCN1CCCC1=O)c1nnc(Cc2c(F)cccc2Cl)o1,i,i,13,-5,i,i,i,i,2,i,i
CN1C(=O)C2C(c3ccc(N(C)C)cc3)=NN(Cc3ccccc3)C2C1=O (stereo not given),i,i,0,-6,i,i,i,i,7,i,i
Cc1ccc(Cn2cnc3ccccc32)cc1,i,i,-8,-11,i,i,i,i,.,i,i
NS(=O)(=O)c1ccc(CNC(=O)c2ccc3c(=O)n4c(nc3c2)CCC4)cc1,i,i,-3,-11,i,i,i,i,-8,i,i
Cc1cnc(C(=O)Nc2ccc(OC(F)(F)F)cc2)cn1,i,i,8,-7,i,i,i,i,0,i,i

# Part of the list above, with bars between the fields:
mol | TMEM16A inh | KCNK9 inh | SKKanGAS inh | hERG protect | ANO1 activ | KCNQ1 pot | RGS4 act | KCNQ1 inh | HDAC3 inhib | KCNK3 inh | RGS4 inh
CCOc1ccc(NC(=O)C2CCC(CNc3c(N4CCCCC4)c(=O)c3=O)CC2)cc1 (stereo not given) | i | i | 7 | -5 | i | i | i | i | 2 | i | i
Cc1cc(C)n(-c2nc(C)nc(N)n2)n1 | i | i | 2 | -3 | i | i | i | i | 5 | i | i
Cc1cc(Cl)ccc1OCCCC(=O)OCC(N)=O | i | i | -14 | -3 | i | i | i | i | 0 | i | i
COc1ccc(OCCSc2nc3nc(C)cc(C)n3n2)cc1 | i | i | -7 | -7 | i | i | i | i | 4 | i | i
COc1ccc(C(C(=O)NCc2ccccc2)N(Cc2ccco2)C(=O)c2cnccn2)cc1 (stereo not given) | i | i | -4 | -20 | i | i | i | i | -3 | i | i
Cc1ccc2c(c1)c(N=NC(N)=S)c(O)n2Cc1ccccc1 | i | i | -6 | -8 | i | i | i | i | -1 | i | i
O=C(Cn1cnc2ccccc2c1=O)NNC(=O)c1ccccc1 | i | i | -4 | -8 | i | i | i | i | -2 | i | i
CC1CCc2c(sc(NC(=O)CSc3ncn[nH]3)c2C#N)C1 (stereo not given) | i | i | 6 | -11 | i | i | i | i | 3 | i | i
CCC(C)C(=O)Nc1ccc(OC)cc1[N+](=O)[O-] (stereo not given) | i | i | 0 | -8 | i | i | i | i | -2 | i | i
CC1CCCC(C)N1C(=O)CSc1nnc(COc2ccc(F)cc2)o1 (stereo not given) | i | i | -1 | 0 | i | i | i | i | 0 | i | i
O=C(N/N=C/c1ccc(N2CCOCC2)cc1)c1ccccn1 | i | i | -12 | -18 | i | i | i | i | 9 | i | i
O=C(NCCCN1CCCC1=O)c1nnc(Cc2c(F)cccc2Cl)o1 | i | i | 13 | -5 | i | i | i | i | 2 | i | i
CN1C(=O)C2C(c3ccc(N(C)C)cc3)=NN(Cc3ccccc3)C2C1=O (stereo not given) | i | i | 0 | -6 | i | i | i | i | 7 | i | i
Cc1ccc(Cn2cnc3ccccc32)cc1 | i | i | -8 | -11 | i | i | i | i | . | i | i
NS(=O)(=O)c1ccc(CNC(=O)c2ccc3c(=O)n4c(nc3c2)CCC4)cc1 | i | i | -3 | -11 | i | i | i | i | -8 | i | i
Cc1cnc(C(=O)Nc2ccc(OC(F)(F)F)cc2)cn1 | i | i | 8 | -7 | i | i | i | i | 0 | i | i

# Further structures follow:
SMILES,TMEM16A inh,KCNK9 inh,SKKanGAS inh,hERG protect,ANO1 activ,KCNQ1 pot,RGS4 act,KCNQ1 inh,HDAC3 inhib,KCNK3 inh,RGS4 inh
CCc1nc(SCc2ccc(F)cc2)n[nH]1,i,i,-2,-10,i,i,i,i,7,i,i
CCc1nnc(NC(=O)CCC(=O)NC2CCCCCC2)s1,i,i,2,-7,i,i,i,i,0,i,i
CCC(C)NS(=O)(=O)c1ccc(OCC(=O)NCC2CCCO2)cc1 (stereo not given),i,i,0,-9,i,i,i,i,2,i,i
COc1ccccc1NCCC(=O)O,i,i,1,-10,i,i,i,i,.,i,i
Cc1cc(NS(=O)(=O)c2c(C)[nH]c(=O)[nH]c2=O)ccc1Br,i,i,-1,-2,i,i,i,i,-9,i,i
O=C(NC1CCCCC1)N(CCN1CCCC1)Cc1cc2cc3c(cc2[nH]c1=O)OCCO3,i,i,5,0,i,i,i,i,-1,i,i
COc1ccc(NC(=O)COC(=O)c2ccc(OCc3c(C)noc3C)cc2)cc1OC,i,i,1,-9,i,i,i,i,-2,i,i
C=C(C)CNC(=S)N1CCNC(=O)C1CC(=O)OC (stereo not given),i,i,8,-7,i,i,i,i,-1,i,i
CC(C)CSc1n[nH]c(=S)s1,i,i,16,-3,i,i,i,i,0,i,i
COc1cc(/C=C/C(=O)Nc2cccnc2)cc(OC)c1OC,i,i,-5,-5,i,i,i,i,-3,i,i
Cc1cccc(N2CCN(C(=O)NC(C)c3ccc(F)c(F)c3)CC2)c1C (stereo not given),i,i,7,-17,i,i,i,i,-5,i,i
O=C(CCCCCNC(=O)N1CCn2c1nc1ccccc12)N[C@@H](C(=O)O)c1ccccc1,i,i,-1,-7,i,i,i,i,3,i,i
Cc1cc(NC(=O)CSc2nnnn2-c2ccc(C)c(C)c2)no1,i,i,-7,-10,i,i,i,i,-9,i,i
O=C(Cc1ccccc1)NCCC1=CCCCC1,i,i,-8,-9,i,i,i,i,5,i,i
COc1ccc(Nc2nc(-c3ccccc3)c3ccccc3n2)cc1,i,i,-20,-2,i,i,i,i,-4,i,i
Cc1ccc(-n2nc3cc(C)c(NC(=O)c4cccnc4)cc3n2)cc1,i,i,5,-5,i,i,i,i,-1,i,i
CCN(CC(=O)Nc1c(F)cccc1F)C(=O)/C=C/c1ccc(S(=O)(=O)N2CCCCCC2)cc1,25*,i,-1,-12,i,i,i,i,-4,i,i
CC(=O)c1cc(C#N)c(SCC(=O)OC(C)(C)C)nc1C,i,i,-11,-19,i,i,i,i,5,i,i
O=C(COc1ccc(/C=N/NC(=O)c2ccccc2O)cc1)Nc1ccc([N+](=O)[O-])cc1,i,i,-1,-12,i,i,i,i,2,i,i
CC(=O)N1CCN(c2ccc(NC(=O)c3cccc(Cl)c3)cc2)CC1,i,i,0,-7,i,i,i,i,-1,i,i
CC(C)(C)c1ccc(C(CC(=O)O)NC(=O)CSc2ccccc2)cc1 (stereo not given),i,i,-12,-3,i,i,i,i,2,i,i
CCOC(=O)c1c(S(=O)(=O)N2CCCC2)c(C)n(C)c1C,i,i,-1,-5,i,i,i,i,-1,i,i
O=C(COC(=O)c1nsc(Cl)c1Cl)NC1CCCC1,i,i,0,-2,i,i,i,i,12,i,i
C#CCOc1c(Cl)cc(C2C3=C(CCCC3=O)N(CC(=O)O)C3=C2C(=O)CCC3)cc1OC,i,i,-2,-5,i,i,i,i,-74,i,i
O=C(c1cccc(OC(F)F)c1)N1CCN(c2ncccn2)CC1,i,i,-11,-10,i,i,i,i,-4,i,i
CCN(CC(=O)NCc1cccs1)C(=O)c1ccc(NS(=O)(=O)c2cccc([N+](=O)[O-])c2)cc1,i,i,-1,-10,i,i,i,i,-10,i,i
CCOC(=O)C(C)(C)N(Cc1ccccc1C)S(=O)(=O)c1ccc(Cl)c([N+](=O)[O-])c1,i,i,5,-7,i,i,i,i,8,i,i
